# Assay outcomes deposited in PubChem BioAssay by National Center for Advancing Translational Sciences (NCATS).
# ERK EGF block: qHTS Assay for Inhibitors of the ERK Signaling Pathway using a Homogeneous Screening Assay; Stimulation with EGF | HEK293-V1b, EGF-stimulated phospho-ERK AlphaScreen | Potency, µM (highest dose often 11.5 µM), for the others: at the top dose activity change, negative = inhibition, hits mostly inhibitors | hit rate 0.41% among 130,000 | AID 1454, 2008; active = well fitted inhibition curve with a large enough effect; inconclusive = small, poorly fitted or top-dose-only effect, or effect the other way;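 note: plate controls were stimulated vehicle wells for no effect and unstimulated vehicle basal for full effect; nearly all actives have a fitted effect of over 55% in size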
#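 V1b-HEK293, 1% FBS o/n; cpd 30 min 37C; EGF 25 nM final, 5 min; lyse 10 min; AlphaScreen beads 5 h RT. Normalized DMSO basal vs EGF max; Hill AC50.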
# * hit, by the source's call; ? = inconclusive; [ ] = dose if it differs, or a comment. Potency is the fitted concentration of half-maximal effect.
# Start of the listing, in advance:
SMILES,ERK EGF block
Cc1ccc2nc(SCC(=O)N3CCN(c4ccccc4)CC3)[nH]c2c1,-1.3%[57.5 µM]
CC1(C)C(=O)OC(/C=C/c2cccc([N+](=O)[O-])c2)C(C)(C)C1=O (stereo not given),2.6%[57.5 µM]

# All compounds of this part, repeating the preview:
SMILES,ERK EGF block
Cc1ccc2nc(SCC(=O)N3CCN(c4ccccc4)CC3)[nH]c2c1,-1.3%[57.5 µM]
CC1(C)C(=O)OC(/C=C/c2cccc([N+](=O)[O-])c2)C(C)(C)C1=O (stereo not given),2.6%[57.5 µM]
CCCCOc1ccc(C(=O)Nc2ccc3c(c2)OCO3)cc1,-5.1%
O=C(NC(c1ccccc1)c1ccccc1)C1CCCO1 (stereo not given),-5.5%
CCOC(=O)c1cccnc1NC(=O)c1ccccc1,5.1%
COc1cc(O)c(C(CC(=O)N2CCCC2)c2ccc(N(C)C)cc2)c(OC)c1 (stereo not given),-8.8%[57.5 µM]
O=C(Nc1nc2ccc(S(=O)(=O)N3CCOCC3)cc2s1)c1cccs1,-4.4%[57.5 µM]
COc1ccc(CNC(=O)C(Cc2ccccc2)n2cccc2)cc1 (stereo not given),-9.2%[57.5 µM]
CC(=O)N/C(=C\c1ccc2c(c1)OCO2)C(=O)NC(C(=O)O)c1ccccc1 (stereo not given),-3.3%[57.5 µM]
CC(NC(=O)/C=C/c1ccco1)c1nc2ccccc2n1Cc1ccccc1F (stereo not given),-4.4%
CCOCCCNC(=O)C(NC(=O)c1ccccc1O)c1ccc(Cl)cc1 (stereo not given),-4.0%[57.5 µM]
O=C(Cn1c(=O)n(-c2ccccc2)c(=O)c2oc3ccccc3c21)Nc1ccccc1,1.5%

# Some of these compounds in order of length of the SMILES, falling.
SMILES,ERK EGF block
Cc1ccc2nc(SCC(=O)N3CCN(c4ccccc4)CC3)[nH]c2c1,-1.3%[57.5 µM]
CCOCCCNC(=O)C(NC(=O)c1ccccc1O)c1ccc(Cl)cc1 (stereo not given),-4.0%[57.5 µM]
CCCCOc1ccc(C(=O)Nc2ccc3c(c2)OCO3)cc1,-5.1%

# More records.
SMILES,ERK EGF block
Cc1cc(C)nc(OC(=O)c2c(Cl)cc(Cl)cc2Cl)n1,10.6%
Cc1cccc(Cn2c(C)nc3c(N)c(C)c(C)cc32)c1,4.3%
OC(CNCc1ccccc1F)(c1ccc(F)cc1)c1ccc(F)cc1,2.6%
CC(C)C(=O)Nc1cccc(C(=O)Nc2cc([N+](=O)[O-])ccc2F)c1,1.3%
C=CCN1C(=O)S/C(=C\c2ccc3c(c2)n(C)c(=O)n3C)C1=O,-1.5%
COc1ccc(/C=N/NC(=O)c2ccc(Cl)cc2Cl)cc1COC(C)=O,-2.7%
COC(=O)c1cccc(NC(=O)c2cc(OC)c(OC)c(OC)c2Br)c1,-1.5%
CCC(=O)Nc1cccc(C2=NOC3(C2)C[C@@H](C(N)=O)N(C(=O)CC(c2ccccc2)c2ccccc2)C3)c1 (stereo not given in full),-1.2%[57.5 µM]
Cc1cccc(NC(=S)Nc2cccc(C(F)(F)F)c2)n1,1.3%
CC1(C)OC(=O)N2CCc3ccccc3C21C (stereo not given),-1.9%
C=CCCc1ccc(C#N)c(SCc2c(C(=O)OCC)c3cc(OC(C)=O)c(Br)cc3n2C)n1,6.8%
COc1nc(Nc2cccc([N+](=O)[O-])c2)nc(OC)n1,-1.0%
Oc1ccc(-c2nc3ccccc3s2)cc1,-7.9%[57.5 µM]
O=S(=O)(Nc1ccc(Br)cn1)c1cccs1,-0.6%
Oc1ccc(Oc2ncc(Cl)cc2Cl)cc1,?
Cc1ccc(-c2cc([C@H]3[C@@H]4C=CCC[C@@]4(C)C(=O)N3Cc3ccccc3)ccc2F)cc1,-10.4%[57.5 µM]
Cc1ccccc1-c1nnc(SCC#N)o1,-2.9%
C/C(=N\NC(N)=O)c1ccccc1Cl,-3.1%[57.5 µM]
CCOC(=O)CC(CC(C)=O)C(=O)OCC (stereo not given),-8.9%
CCCOc1ccc(Cn2c(=O)oc3ccc(C)cc32)cc1OC,-7.8%
OCCC1CN(Cc2cnc(-c3cccc4ccccc34)nc2)CCN1C1CCCCC1 (stereo not given),-13.8%
COc1ccc(CCNC(=O)CSCC(=O)Nc2ccccc2)cc1OC,5.5%[57.5 µM]
CC1C=CCC2C(=O)N(c3ccc(Cl)cc3O)C(=O)C12 (stereo not given),8.5%
Cc1ccccc1NC(=S)NCc1ccco1,1.9%

# Pulled by compound from above:
SMILES,ERK EGF block
Cc1ccccc1NC(=S)NCc1ccco1,1.9%
CCCOc1ccc(Cn2c(=O)oc3ccc(C)cc32)cc1OC,-7.8%
CCOC(=O)CC(CC(C)=O)C(=O)OCC (stereo not given),-8.9%
OCCC1CN(Cc2cnc(-c3cccc4ccccc34)nc2)CCN1C1CCCCC1 (stereo not given),-13.8%
Oc1ccc(Oc2ncc(Cl)cc2Cl)cc1,?
O=S(=O)(Nc1ccc(Br)cn1)c1cccs1,-0.6%
CC1C=CCC2C(=O)N(c3ccc(Cl)cc3O)C(=O)C12 (stereo not given),8.5%

# Continuation.
SMILES,ERK EGF block
Cc1ccc(-n2cc(CN(C)Cc3nccn3C)c(-c3cccc(C)c3)n2)cc1,2.4%
CCN1CCN(CCNC(=O)c2ccc3c(c2)N(Cc2ccc(F)cc2)C(=O)/C(=C/c2ccccc2)S3)CC1,?
Cn1c(Cn2c(=O)sc3ccccc32)nnc1SCC(=O)Nc1ccccc1F,10.8%
Fc1ccc2[nH]c3c(N4CCc5ccccc5C4)ncnc3c2c1,?
COc1cc(C(=O)NCCCn2ccnc2)cc(OC)c1OC,3.5%
Cc1noc(C)c1-c1nc(CSc2ccc(Cl)cc2)no1,0.7%[57.5 µM]
COc1ccc(Nc2nc3nonc3nc2N2CCCCC2)cc1,-10.8%[57.5 µM]
Cc1ccc(NC(=O)C(C)N2CCCC2)cc1Cl (stereo not given),-1.0%
COc1cc2nc(Cl)nc(NCCO)c2cc1OC,1.7%[57.5 µM]
COc1ccc(C(CNC(=O)Cc2c(F)cccc2Cl)N2CCCCC2)cc1 (stereo not given),-7.0%
Cc1onc(-c2ccccc2)c1C(=O)N/N=C/c1cccc(O)c1,40.0%
O=C(COC(=O)c1n[nH]c2ccccc12)c1cc(F)ccc1F,7.9%
COc1cccc2c(=O)n(CC(=O)NCCc3ccccc3)ccc12,-1.5%[57.5 µM]
COc1ccc(C(=O)NNC(=S)NC(=O)C(C)(C)C)cc1,4.7%
CC1CN(C(=O)COC(=O)[C@@H]2CC(O)CN2S(=O)(=O)c2ccc3c(c2)OCCO3)CC(C)O1 (stereo not given in full),-4.7%
Cc1nn(C)c(Cl)c1CN1CCCC(CO)(Cc2ccccc2)C1 (stereo not given),-3.0%
COc1cccc(C2(O)CCN(CC(=O)NCC3CC3)CC2)c1,2.2%
Cn1c(=O)c2nc3ccccc3nc2n(C)c1=O,-13.5%[57.5 µM]
COCCOc1ccc(C(F)(F)F)cc1N,10.0%
N#Cc1cccc(-c2nc3cnc(Nc4ccccc4)nc3n(C[C@H]3CCCO3)c2=O)c1,-5.6%
Cc1cc(C)cc(OCC(=O)O/N=C(\N)c2cccnc2)c1,-12.3%[57.5 µM]
CC(Sc1ncnc2ccccc12)C(=O)Nc1ccc2c(c1)OCCO2 (stereo not given),9.2%
CC(C)c1ccccc1NC(=S)NCc1nc2ccccc2[nH]1,2.6%
O=[N+]([O-])c1ccc(N/N=C2\CC3CC=CC23)c([N+](=O)[O-])c1 (stereo not given),14.1µM*
Cc1cc(SCC(=O)OCC(=O)NCC2CCCO2)c(C)cc1Br (stereo not given),-13.1%
O=C(Cc1ccc(Br)c2ccccc12)N/N=C/c1ccccn1,4.3%
O=C(CCN1CCOCC1)c1ccc(Br)cc1,-8.0%
O=C(CSc1ncnc2c1cnn2-c1ccc(Cl)cc1)NCc1ccc2c(c1)OCO2,9.2%
O=c1c2ccccc2nc2c3ccccc3c(Cl)nn12,28.9%

# An excerpt; count on the stated rates, not on these rows.
